Screening results: PubChem, National Center for Advancing Translational Sciences (NCATS)
CCT chaperon mod = High-Throughput Screening for Modulators of Cytosolic Chaperonin Activity; purified chaperonin ATPase assay, HTRF ADP detection, 30 min; AID 651819, 2012; actives 0.3% (n = 360,000); activity change, % (test concentration not listed), hits read low; in the data active = activity change below about -30%; note: % is set by controls: 0 for no effect and ±100 for the full control effect
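ATPase activity: ADP formed was measured by HTRF Transcreener (665/615 nm ratio) after 30 min at 37 deg C with 10 uM ATP. Compounds screened at one 76 uM concentration against 40 or 20 nM TRiC in Tris pH 7.4/KCl/MgCl2/DTT buffer.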
A549 viability = Nrf2 qHTS screen for inhibitors: counterscreen for cytotoxicity; A549 ARE-Fluc cells, CellTiter-Fluor viability, 18-24 h; actives 0.16% (n = 390,000); Potency, µM (doses to about 46 µM), for the others: at the top dose activity change, negative = cytotoxicity, usual class: inhibitors; AID 504648, 2011; note: potency is the fitted concentration of half-maximal effect; % is set by controls: 0 for no effect and ±100 for the full control effect
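A549 ARE_Fluc cells in 5% FBS OPTI-MEM were exposed to compounds in concentration-response for 18-24 h at 37 deg C. Viability was read by CellTiter-Fluor fluorescence (Ex 405/Em 525) after 30 min, before the luciferase read.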
HepG2 viability = qHTS for Inhibitors of TGF-b: Cytotox Counterscreen; AID 588856, 2011; Potency, µM (top dose mostly 46.1 µM), inactives show at the highest dose activity change, negative = cytotoxicity, usual class: cytotoxic; HepG2 CAGA-GFP viability, ATP luminescence, 18 h; actives 0.76% (n = 410,000); note: potency is the fitted concentration of half-maximal effect; some results filed as inactive show a strong effect at the top dose
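HepG2 CAGA-GFP cells (1000/well, DMEM with 1% FBS) received compound, then TGF-beta at 500 pg/mL final, and were incubated 18 hours at 37 degrees C. Viability was read by CellTiter-Glo luminescence. Media-only wells were set as complete cell-killing and DMSO as no toxicity.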
Abeta yeast res = qHTS for compounds that reverse cellular toxicity of Amyloid beta (A-beta) peptide in yeast: Primary Screen | yeast expressing A-beta42, growth rescue, OD600, 48 h; response scale: 0% DMSO, 100% iron-clioquinol control | Potency, µM (titrated, usually from 46.1 µM), without a hit: top-dose growth rescue, most hits filed as activators | actives 0.063% (n = 410,000) | AID 1347071, 2019; note: potency is the fitted concentration of half-maximal effect; nearly all actives have a fitted effect of over 55% in size
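Yeast growth medium received pinned compounds, then yeast cells expressing toxic A-beta were added; plates incubated at 30 C for 48 hr. Growth read as absorbance at 600 nm, normalized to DMSO and equimolar FeCl3 plus clioquinol controls.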
pAkt inh = HTS Assay for Inhibitors of Akt Phophorylation: Primary Screen; Neuro2A IGF-stimulated pAkt S473 HTRF, 20 min; hits give low values; activity change, % for hits at 50 µM; actives 0.32% (n = 360,000); AID 651550, 2012; in the data active = activity change below about -80%; inconclusive = mostly about -51% to -80%; note: % is set by controls: 0 for no effect and ±100 for the full control effect
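Neuro2A cells (4,500/well, DMEM with 0.5% FBS) were treated with compound at a single 50 µM final concentration, stimulated with 6 nM IGF for 20 min at 37 °C, and lysed. Phospho-Akt Ser473 was read by HTRF as 665/615 ratio ×10^4.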
Nrf2 ARE act = qHTS of Nrf2 Activators. AREc32 ARE-luciferase reporter (MCF7-derived line), luminescence, 24 h. Potency, µM (highest dose often 46.1 µM), for inactives: at the highest dose activation, usual class: activators. actives 0.31% (n = 410,000); note: potency is the fitted concentration of half-maximal effect; % of control where 0% means no effect; nearly all actives have a fitted effect of over 65% in size
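Steps: seed AREc32_Fluc cells (1000/well, 5% FBS OPTI-MEM); incubate overnight at 37 deg C; add 23 nL compound; incubate 24 hr; add Steady-Glo; hold 30 min RT; read luminescence.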
Mm-Cpn inhibitor = Inhibitors of TCP-1 ring complex (TRiC) of Methanococcus maripaludis (MmCpn): qHTS; Potency, µM (highest dose often 76.9 µM), without a hit: at the highest dose activity, negative = inhibition, most hits filed as inhibitors; actives 0.031% (n = 330,000); AID 504842, 2011; Chaperonin Mm-Cpn (Methanococcus maripaludis); purified Mm-Cpn ATPase, ADP Transcreener TR-FRET; note: potency is the fitted concentration of half-maximal effect; % is set by controls: 0 for no effect and ±100 for the full control effect; nearly all actives have a fitted effect of over 80% in size
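Eu-cryptate anti-ADP/ADP-d2 competition gives a ratio inversely related to ADP. Enzyme at 25 nM was pre-exposed to compound for 10 min, then given 10 uM ATP for 30 min, 37°C throughout.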
TGFb inhibitor = qHTS for Inhibitors of TGF-b; HepG2 CAGA-GFP TGF-b/SMAD3 reporter, GFP fluorescence, 18 h; TGF-beta stimulated, 500 pg/mL final; Potency, µM (top dose mostly 46.1 µM), for the others: at the top dose activity, negative = inhibition, most hits filed as inhibitors; actives 1.2% (n = 410,000); note: potency is the fitted concentration of half-maximal effect; % is set by controls: 0 for no effect and ±100 for the full control effect; nearly all actives have a fitted effect of over 65% in size
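Cell-based qHTS in HEPG2 carrying a CAGA-GFP Smad reporter; compounds added before 500 pg/mL final TGF-beta, 18 h incubation at 37 degrees C, GFP fluorescence quantified per cell by imaging cytometry.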
Nrf2 block = Nrf2 qHTS screen for inhibitors; Potency, µM (top dose mostly 46 µM), for the others: at the highest dose activity change, negative = inhibition, most hits filed as inhibitors; A549 ARE-Fluc reporter, luciferase luminescence, 18-24 h; actives 2.1% (n = 360,000); note: potency is the fitted concentration of half-maximal effect; % is set by controls: 0 for no effect and ±100 for the full control effect; nearly all actives have a fitted effect of over 60% in size
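A549 ARE_Fluc cells, 5000/well, 5% FBS OPTI-MEM; compounds in dose-response, 18-24 h at 37 °C/5% CO2; CellTiter-Fluor viability read (Ex 405/Em 525), then BugLite luciferase luminescence = Nrf2 activity.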
Starred values were filed as active, the others as inactive; i = inactive; ? = inconclusive; nt = no result given; [ ] = dose if it differs, or a comment. Unless noted, calls come from the whole dose curve; as a rule, active = well fitted curve in the direction sought with a large enough effect; inconclusive = small, poorly fitted or top-dose-only effect, or another doubt; inactive = no such curve, though single readings can be large; an effect the other way counts as inactive or inconclusive. Rows are unselected. About 4.3% of those tested had a hit in this group.

Compound	CCT chaperon mod	A549 viability	HepG2 viability	Abeta yeast res	pAkt inh	Nrf2 ARE act	Mm-Cpn inhibitor	TGFb inhibitor	Nrf2 block
N#C/C(=C/c1ccc(-c2ccc(S(N)(=O)=O)cc2)o1)c1nc2ccccc2s1	0.3	1%	-60%	-8%	i	17%	-1%	160%[activator]	?
O=C(CCS(=O)(=O)c1cc2c(cc1Cl)NC(=O)CO2)NCc1ccccc1Cl	nt	6%	-16%	-7%	nt	-1.4%	nt	9%	?
COCCCN(Cc1ccco1)C(=O)CSc1nc2ncccc2[nH]1	-2.8	12%	2%	3%	i	-0.8%	3%	16%	1%
COCc1nc(-c2ccc(-c3ccc(OC)cc3)nc2OC)no1	-4.1	0%	-41%	-13%	i	3.6%	-4%	-2%	-13%
Nc1ncc(S(=O)(=O)c2ccc([N+](=O)[O-])cc2)s1	-4.4	10%	-13%	7%	i	?	nt	-14%	?
O=S(=O)(Nc1nnc(-c2ccccc2)s1)c1ccc(Cl)cc1	-2.6	-5%	-38%	5%	i	9.0%	nt	?	nt
CSc1nc(-c2ccccc2)nn1C(=O)c1ccc(C)cc1	-1.2	2%	1%	-11%	i	-0.4%	-1%	-18%	?
CCOC(=O)CCC(=O)NCc1ccc2[nH]c(C)cc2c1	-3.6	-5%	-7%	9%	i	-0.5%	-1%	-2%	?
O=C1C2CCCN2C(c2cccs2)N1c1ccc(F)cc1 (stereo not given)	-6.5	-7%	-8%	11%	i	-0.8%	-11%	12%	26%
CC(NC(=O)COC(=O)C1CC2CCCC(C1)C2=O)c1ccccc1 (stereo not given)	2.4	14%	2%	-8%	i	-1.1%	1%	24%	-7%
CC(=O)c1sc(NC(=O)C2CC(=O)N(Cc3ccccc3)C2)nc1-c1ccccc1 (stereo not given)	-1.7	2%	-15%	8%	i	0.7%	-18%	-20%	0%
COc1ccc(Cn2c(CCC(=O)Nc3ccccc3)nc3cccnc32)cc1	-0.2	-3%	-22%	3%	i	-0.2%	2%	-6%	-8%
CCOc1ccc(-n2c(Cc3cc(=O)[nH]c(=O)[nH]3)nnc2SC(C)C)cc1	-1.4	-5%	1%	10%	i	0.1%	1%	-4%	-21%
O=C(CN(Cc1ccccc1F)C(=O)c1csnn1)NCc1ccc2c(c1)OCO2	-2.4	-2%	2%	-11%	i	0.0%	2%	3%	-17%
CCn1cc(C(=O)O)c(=O)c2cc(F)c(N3CCN(C(=S)NC(=O)c4cc(OC)cc(OC)c4)CC3)cc21	-4.0	10%	-9%	-36%[inhibitor]	nt	2.3%	2%	-1%	?
COc1ccc(C(=O)Nn2c(C)nc3ccccc3c2=O)cc1Br	-2.2	9%	7%	-4%	i	-1.2%	2%	-1%	2%
CN(CCCN1CCCCC1)C(=O)CCc1nnc(C2CCCCC2)o1	-4.3	5%	8%	-5%	i	-0.2%	2%	3%	2%
COc1ccc(CCN(Cc2cc3ccc(C)cc3[nH]c2=O)C(C)=O)cc1OC	-6.9	1%	-21%	-11%	i	-0.1%	-1%	-20%	-10%
COc1ccc(C)cc1NC(=O)N1CCCn2nc(C)cc21	nt	9%	5%	-4%	nt	3.6%	nt	-12%	?
Cc1ccccc1Cn1c(CN2CCN(c3cc(Cl)ccc3C)CC2)nc2c1c(=O)[nH]c(=O)n2C	nt	2%	-12%	-13%	nt	0.1%	nt	-1%	3%
CC(C)c1ccc(NC(=O)CCNS(=O)(=O)c2cccc3nonc23)cc1	0.8	-7%	6%	9%	i	0.1%	-1%	5%	-9%
O=C1/C(=C\c2cccnc2)Sc2ccccc21	1.0	2%	-39%	-3%	i	?	-2%	-5%	3%
Cc1ccc(OCC(=O)NC(=S)Nc2ccc(Br)cn2)cc1	-0.7	-6%	-2%	4%	i	0.0%	1%	-8%	9%
COc1ccc(C(C)NC(=O)Cc2ccc(Br)cc2)cc1 (stereo not given)	0.3	0%	-7%	-11%	i	-0.8%	0%	1%	11%
Cc1cc(Cl)c2oc(C(=O)N(C)C(C)c3ccccn3)c(C)c2c1 (stereo not given)	1.4	0%	-27%	-24%	i	6.0%	0%	-9%	?
CC(=O)Nc1ccc(NC(=S)Nc2ccccc2)cc1	2.2	-1%	-8%	4%	i	-0.4%	1%	10%	1%
Cc1nnc(SCC(=O)NCc2ccc3c(c2)OCO3)s1	-1.1	-3%	-44%	-10%	i	4.5%	0%	-11%	-1%
Cn1c2ccccc2c2nnc(SCC(=O)Nc3ccccc3F)nc21	-1.3	-16%	6%	-7%	i	4.7%	-3%	1%	12%
COc1cc(/C=C2/C(=O)N(C)C(=S)N2C)ccc1OCc1cccc(F)c1	1.6	5%	16%	5%	i	-0.7%	-1%	25%	?
CC(CN(C)Cc1ccccc1)OC(=O)C1COc2ccccc2O1 (stereo not given)	-4.4	-11%	-91%	-8%	i	?	0%	?	2%

Record cards, from the list above. Order of values: CCT chaperon mod, A549 viability, HepG2 viability, Abeta yeast res, pAkt inh, Nrf2 ARE act, Mm-Cpn inhibitor, TGFb inhibitor, Nrf2 block
Shown for COc1ccc(C(C)NC(=O)Cc2ccc(Br)cc2)cc1 (stereo not given) → 0.3, 0%, -7%, -11%, i, -0.8%, 0%, 1%, 11%
Shown for O=C(CN(Cc1ccccc1F)C(=O)c1csnn1)NCc1ccc2c(c1)OCO2 → -2.4, -2%, 2%, -11%, i, 0.0%, 2%, 3%, -17%

Following part
Compound	CCT chaperon mod	A549 viability	HepG2 viability	Abeta yeast res	pAkt inh	Nrf2 ARE act	Mm-Cpn inhibitor	TGFb inhibitor	Nrf2 block
O=C(CSc1n[nH]c(-c2ccccc2Br)n1)NC(=O)NCc1ccco1	-1.0	-4%	-2%	17%	i	12%	-1%	5%	-8%
Cc1c(Cc2ccccc2)c(=O)oc2c(C)c(OCc3nn[nH]n3)ccc12	-2.2	-1%	6%	9%	i	0.3%	-3%	1%	-3%
Cc1cccc(C(=O)Nc2ccc(NC(=O)CN3CCOCC3)cc2)c1	1.3	-21%	-7%	-8%	i	-1.1%	1%	15%	-29%
CC(Nc1nc(-c2ccc(F)cc2)cs1)c1nc2cc(C(F)(F)F)ccc2n1CCCO (stereo not given)	0.1	-18%	-30%	29%	i	3.6%	nt	?	?
CC(C)[C@H](N)C(=O)N1CCC(C(=O)N[C@@H](Cc2ccccc2)C(=O)NCc2ccc(F)cc2)CC1	-0.2	6%	3%	-15%	nt	0.1%	-3%	-1%	-20%
CS(=O)(=O)c1ccccc1-c1nnc(NC(=O)c2ccc3ncsc3c2)o1	-1.2	-4%	8%	-12%	i	2.3%	-1%	5%	-3%
CCCCOc1ccc(C2C(=O)N(C3CCCCC3)CC(=O)N2CC2CCCO2)cc1 (stereo not given)	0.2	-8%	-22%	9%	i	-0.6%	-2%	23%	nt
COc1cc(C(=O)Nc2cnc(NC(=O)C(C)C)cc2C)cc(OC)c1OC	0.1	2%	-8%	0%	i	0.3%	0%	-22%	5%
COc1ccc(CCC(=O)Nc2nc3ccccc3[nH]2)cc1	-4.3	-5%	5%	15%	i	0.4%	2%	31%[activator]	?
CCCc1[nH]nc2c1C(c1ccc(OC)cc1OC)C(C#N)=C(N)O2 (stereo not given)	-21	5%	5%	6%	i	2.8%	0%	4%	-17%
CCOc1ccc(OCc2cccc(C(=O)N3CCCCCC3)c2)cc1	0.4	-17%	-1%	-11%	i	-2.9%	1%	-15%	?
CCOC(=O)C1CCCN(C(=S)NC2CCCCC2)C1 (stereo not given)	1.8	-1%	11%	22%	i	4.2%	1%	24%	-15%
Cc1ccc(CNCC(=O)Nc2cccc(S(=O)(=O)NC3=NCCCCC3)c2)cc1	0.7	-19%	-1%	10%	i	-0.8%	4%	-6%	?
CC(=O)c1ccc(N2CCN(C(=O)C(=O)c3cn(CC(=O)N4CCCCCC4)c4ccccc34)CC2)cc1	-2.1	2%	-13%	7%	i	-0.1%	-5%	1%	-3%
Cc1ccc(CN(Cc2cccn2-c2nnc(N3CCCC3=O)s2)C(=O)Nc2ccccc2Cl)cc1	nt	-1%	-25%	-9%	nt	5.0%	nt	-18%	-5%
Cc1ccc(/C=c2/sc3n(c2=O)CCCN=3)o1	-0.4	-24%	-3%	4%	i	15%	-2%	-4%	?
O=C(NNC(=O)c1ccc(Cn2cccn2)o1)NC12CC3CC(CC(C3)C1)C2	-2.7	0%	2%	0%	i	0.1%	3%	18%	7%
CC(C)CC1=NN(C(=O)c2cccnc2)C(O)(C(F)(F)F)C1 (stereo not given)	-0.4	-1%	-2%	11%	i	2.2%	1%	-15%	3%
O=C(COC(=O)CNC(=O)c1ccccc1)Nc1ccc2c(c1)OCO2	-1.8	7%	23%	9%	i	-0.3%	-1%	-4%	1%
O=S(=O)(c1cccc2ccccc12)N1CCN(c2ccc(Cl)c(Cl)c2)CC1	nt	-1%	-38%	-5%	nt	-1.3%	nt	5%	?
O=S(=O)(c1ccc(S(=O)(=O)n2cnc3ccccc32)cc1)N1CCCCCC1	-1.8	-4%	-17%	-3%	i	0.0%	-1%	-2%	6%
